Assay outcomes as filed in PubChem.
M17LAP inhibition: P. falciparum M17LAP inhibitors, primary screen, biochemical, fluorogenic H-Leu-NHMec substrate, 1536-well (AID 1619); recombinant M17LAP, H-Leu-NHMec fluorogenic kinetic assay; higher % means a stronger effect; inhibition, % at 30 µM; hits with a dose series show IC50 in µM; 220,000 compounds, 0.38% hits;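 active = compound inhibiting the enzyme by more than half at any dose during confirmatory dose-response retesting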;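 note: plate controls were full reaction with DMSO carrier for no effect and no enzyme background for full effect; strong numbers were not always called active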
K1F lysis inhibition: inhibition of K1F phage lysis, E. coli UTI89, bacterial capsule biogenesis inhibitors, alamar blue (AID 488966); E. coli UTI89 K1F phage lysis, alamar blue, 2 h; higher % means a stronger effect; one-dose inhibition, % at 100 µM; IC50 in µM for titrated hits; 340,000 compounds, 0.02% hits;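 active = phage lysis inhibition, versus mean bacterial control, above a set limit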;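 note: capsule biogenesis inhibitors block K1F phage lysis so surviving cells raise fluorescence; higher fluorescence means more inhibition of phage lysis; actives were called in the ten point dose series up to 300 µM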
P. falciparum M1AAP: malaria alanyl aminopeptidase activity blockers – biochemical, fluorogenic H-Leu-NHMec substrate, 1536-well (AID 1445). recombinant M1AAP, H-Leu-NHMec fluorogenic kinetic assay; higher % means a stronger effect. inhibition, % at 30 µM; hits with a dose series show IC50 in µM. 220,000 compounds, 0.42% hits;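 active = primary inhibition above the hit cutoff, then over 50% inhibition at one or more dose response concentrations, cut at about 23% in these data, passing the limit was not always enough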;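 note: plate controls were DMSO full reaction for no effect and no enzyme background for full effect; strong numbers were not always called active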
Hep lipid drop: modulators of hepatic lipid droplet formation; inhibition, % at 6.5 µM; AML12 mouse hepatocytes, oleate lipid droplets, BODIPY imaging; 240,000 compounds, 0.4% hits;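 active = lipid droplet intensity inhibited by at least 50%, with more than 500 cells counted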
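Test system: AML12 mouse liver cells; schedule: overnight exposure; technique: high-content imaging of BODIPY-stained droplets and DAPI nuclei; read-out: % inhibition of corrected integrated BODIPY droplet signal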
TNAP activators: human TNAP enzyme activators, primary screen, biochemical, luminescent, no phosphate acceptor, uHTS (AID 1001); purified TNAP, luminescent activation assay, no phosphate acceptor; higher activation fold means a stronger effect; activation fold at 20 µM; hits with a dose series show EC50 in µM; 200,000 compounds, 0.03% hits; in the data active = activation fold from about 3, or a potency from the dose series; inactive = the rest, 99 in 100 with activation fold below about 1.6; note: many of its hits are not listed in these tables
human PMI inhibition: inhibitors of human PMI, primary screen, biochemical, fluorescence intensity, coupled assay (AID 1209); purified PMI enzyme, coupled fluorescence intensity; higher % means a stronger effect; one-dose inhibition, % at 20 µM; IC50 in µM for titrated hits; 190,000 compounds, 0.42% hits;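 note: plate controls were DMSO vehicle for no effect and wells lacking substrate for full effect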
human PMI inhibitors: human PMI inhibitors, high substrate, primary screen, biochemical, fluorescence intensity, high mannose 6-phosphate (AID 1220) | 190,000 compounds, 0.66% hits | inhibition, % at 20 µM, or IC50 in µM where a hit was titrated | recombinant PMI enzyme, coupled fluorescence intensity; higher % means a stronger effect
SIAH1 antagonists: Siah-1 peptide-binding antagonists, primary screen, biochemical, fluorescence polarization, rhodamine-plectin, uHTS (AID 1817); Siah-1 / rhodamine-plectin peptide fluorescence polarization; higher % means a stronger effect; 290,000 compounds, 0.02% hits; one-dose displacement, % at 20 µM; IC50 in µM for titrated hits;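 active = displacement of at least 50% at 20 µM, with a fluorescence ratio check between 0.3 and a set limit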;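 note: plate controls were Siah plus tracer with DMSO for no effect and tracer alone without Siah for full effect; strong numbers were not always called active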
XIAP antagonists: XIAP antagonists, biochemical, IAP family, fluorescence polarization (AID 1018). XIAP BIR domain, fluorescence polarization peptide displacement; higher % means a stronger effect. displacement, % at 20 µM; hits with a dose series show IC50 in µM. 200,000 compounds, 0.007% hits; in the data active = displacement above about 50%; note: a part of the inactive calls stands beside numbers as strong as those of hits
Hep lipid drop cells 6.5 µM: also measured in Hep lipid drop; calls as there; cell count; measured here: cell count, cytotoxicity flag;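 cells counted across two imaged fields per well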
* marks the source's active call; other numbers are inactive results; . = no result given; [ ] = dose if it differs, or a comment. Cut-off read from the data, not from the text of the source, unless noted: active = inhibition above about 50%; inactive = the rest.

Every second line gives: M17LAP inhibition | K1F lysis inhibition | P. falciparum M1AAP | Hep lipid drop | Hep lipid drop cells 6.5 µM | TNAP activators | human PMI inhibition | human PMI inhibitors | SIAH1 antagonists | XIAP antagonists
- Cc1ccc(-c2nn(-c3ccccc3)cc2C2CC(c3cccs3)=NN2C(=O)CCCC(=O)O)cc1 (stereo not given)
  2.3% | -0.5% | 7.2% | -2.6 | 714 | 1.1 | 5.4% | 4.3% | 0.5% | -4.8%
- COc1ccc(Nc2cc(C)c3ccccc3n2)cc1
  -5.3% | 0.9% | 3.8% | -7.0 | 745 | 1.1 | -3.8% | -1.2% | 2.0% | -8.0%
- Cc1ccc(S(=O)(=O)N2CCCCC2c2cccnc2)c(C)c1C (stereo not given)
  3.1% | 0.0% | 1.6% | -14.6 | 704 | . | . | . | 2.9% | .
- CC(C)Cc1nc2n[nH]c(N)c2c2c1COC(C)(C)C2
  -8.6% | 0.2% | -1.9% | 10.2 | 854 | 1.2 | 2.9% | 5.4% | 3.3% | -2.6%
- COc1ccc(CCNC2CC(=O)N(CCc3ccc(OC)c(OC)c3)C2=O)cc1 (stereo not given)
  7.5% | 0.2% | -0.3% | 8.6 | 841 | 1 | 2.4% | 2.5% | -4.5% | -2.6%
- O=[N+]([O-])c1cccnc1N1CCCCC1
  3.5% | 0.5% | -1.1% | . | . | 1 | 5.7% | 10.7% | -0.4% | -2.8%
- Cc1ccccc1NC(=S)NC(NC(=O)COc1ccccc1)C(Cl)(Cl)Cl (stereo not given)
  4.6% | -0.4% | 4.5% | . | . | 1.1 | -5.5% | -1.5% | 1.4% | -21.7%
- Cc1ccc(S(=O)(=O)c2c(COC(=O)c3cccc(Cl)c3)c(-c3ccccc3)nn2C)cc1
  -9.3% | -0.7% | -11.1% | 5.9 | 805 | 1.1 | 7.7% | 4.7% | 6.8% | -4.8%
- COc1cc(CC(=O)Nc2ccccc2N2CCCCC2)cc(OC)c1OC
  13.0% | -0.9% | 8.8% | -17.4 | 656 | 1 | -1.0% | 7.0% | -2.2% | -3.5%
- CCOC(=O)C(C(=O)OCC)=C1OC(=O)c2ccccc21
  -6.3% | 1.4% | -6.1% | . | . | 1.1 | -7.6% | -5.4% | 1.0% | -1.2%
- O=C1CCC(C(=O)N2CCCC(C(=O)c3ccc4c5c(cccc35)CC4)C2)=NN1 (stereo not given)
  -50.6% | -0.2% | 6.2% | -4.5 | 682 | 1.1 | 6.9% | 7.1% | -4.6% | -5.1%
- N#Cc1c(N)nc(SCC(=O)OCc2ccccc2)c(C#N)c1-c1ccco1
  71.1% | 0.4% | -3.5% | . | . | 1 | -19.5% | 31.4% | -0.6% | -3.2%
- CCOC(=O)CC1=NS(=O)(=O)c2ccccc2N1
  -41.2% | 1.5% | 9.1% | . | . | 1.2 | -6.5% | -5.8% | 4.2% | 0.0%
- CC1CCN(C(=S)c2ccc(N(C)C)cc2)CC1
  0.3% | -0.2% | 9.0% | -8.0 | 671 | 1.1 | 6.0% | 18.5% | -0.1% | -7.1%
- COc1cc(/C=C2\SC(N3CCc4ccccc4C3)=NC2=O)cc(OC)c1OC
  10.7% | 0.0% | 11.4% | -23.2 | 623 | 1.2 | 5.7% | -5.3% | 2.0% | -0.9%
- CCn1ncc(C2=NOC(C(=O)N3CCN(c4ccccc4)CC3)C2)c1C (stereo not given)
  -2.2% | 2.7% | 1.5% | . | . | 1.1 | -3.4% | -7.8% | -2.1% | -1.1%
- Fc1nc(F)c(F)c(NCCCNc2c(F)c(F)nc(F)c2F)c1F
  -4.0% | -0.3% | 5.1% | -13.4 | 796 | 1.1 | -1.1% | 4.3% | 5.6% | 0.7%
- O=C(CSc1nnc(-c2ccncc2)n1Cc1ccccc1)Nc1nccs1
  2.5% | 0.3% | 13.5% | . | . | 0.9 | -0.7% | -1.5% | -3.1% | -4.3%
- CCOc1cc(C2NN=C(c3ccccc3)S2)ccc1OCc1ccc(F)cc1 (stereo not given)
  5.1% | -0.2% | 3.0% | 24.7 | 762 | 1.1 | -42.6% | -73.8% | 2.3% | -10.1%
- CCn1c2ccccc2c2cc(/C=N/NC(=O)c3ccccc3C)ccc21
  2.0% | 0.1% | 2.6% | -80.9 | 399 | 1.1 | 12.6% | 4.4% | -6.0% | -2.1%

The final three compounds of the section above come first, to join the parts.
Every second line gives: M17LAP inhibition | K1F lysis inhibition | P. falciparum M1AAP | Hep lipid drop | Hep lipid drop cells 6.5 µM | TNAP activators | human PMI inhibition | human PMI inhibitors | SIAH1 antagonists | XIAP antagonists
- O=C(CSc1nnc(-c2ccncc2)n1Cc1ccccc1)Nc1nccs1
  2.5% | 0.3% | 13.5% | . | . | 0.9 | -0.7% | -1.5% | -3.1% | -4.3%
- CCOc1cc(C2NN=C(c3ccccc3)S2)ccc1OCc1ccc(F)cc1 (stereo not given)
  5.1% | -0.2% | 3.0% | 24.7 | 762 | 1.1 | -42.6% | -73.8% | 2.3% | -10.1%
- CCn1c2ccccc2c2cc(/C=N/NC(=O)c3ccccc3C)ccc21
  2.0% | 0.1% | 2.6% | -80.9 | 399 | 1.1 | 12.6% | 4.4% | -6.0% | -2.1%
- CN(C(=O)COC(=O)c1ccc2c(c1)NC(=O)CS2)C1CCS(=O)(=O)C1 (stereo not given)
  13.4% | 0.1% | -1.5% | . | . | 1.1 | -2.3% | -2.7% | -0.8% | 0.9%
- CCn1c(CCCc2ccc(OC)c(C)c2)n[nH]c1=S
  -2.9% | 1.0% | 1.8% | 2.9 | 639 | 1 | -4.7% | 1.4% | -4.1% | -8.4%
- Cc1cc(C)n2nc(C(=O)N/N=C/c3ccccc3Cl)nc2n1
  -15.3% | 0.4% | 12.3% | 0.6 | 729 | 1 | 19.8% | 9.1% | 4.5% | -5.4%
- O=C(CCn1cnc2ccccc21)N/N=C/c1ccc(O)cc1
  2.2% | 0.3% | 17.0% | -5.4 | 649 | 1 | 9.2% | 7.4% | -4.4% | -5.4%
- COc1ccc(Cl)cc1NC(=O)CN1CCCC1
  13.4% | 0.8% | 9.0% | 0.6 | 681 | 1.1 | -13.0% | -1.0% | 8.3% | -5.0%
- CCc1cccc(C)c1NC(=O)CNCc1ccccc1
  5.4% | 2.3%[50 µM] | 4.0% | -6.8 | 673 | 1.1 | 6.3% | 0.4% | 5.0% | -3.7%
- Cc1ccc2nc(/C(C#N)=C\c3ccc([N+](=O)[O-])o3)[nH]c2c1
  5.6% | 0.4% | 8.5% | . | . | 0.9 | 12.2% | 23.7% | -0.9% | -22.4%
- O=c1[nH]c(/C(Cl)=C/c2c(F)cccc2Cl)nc2cc(Cl)ccc12
  8.8% | 1.7%[50 µM] | 4.5% | -19.5 | 486 | 1.1 | 10.4% | 0.1% | -2.1% | -4.0%
- CCc1ccccc1NC(=O)/C(=C/c1ccccc1)c1ccccc1
  -5.6% | 0.3% | 1.1% | -23.1 | 703 | 1.1 | 17.3% | 15.9% | -1.2% | -1.9%
- CN(C(=O)c1cccc(C#N)c1)c1nnc(C2CCOC2)s1 (stereo not given)
  7.3% | 1.4% | -1.1% | -7.2 | 739 | 1.1 | 9.2% | 3.0% | 0.8% | -6.0%
- COc1ccc(-c2[nH]ncc2CNC(C)c2ccccc2Cl)cc1F (stereo not given)
  26.6% | 0.9% | 0.4% | -4.8 | 665 | 1.1 | 2.8% | 0.5% | 1.9% | -1.8%
- CC(=O)c1ccc(NC(=O)C(Cc2ccccc2)NC(=O)c2ccco2)cc1 (stereo not given)
  -2.1% | 1.2% | 4.1% | . | . | 1.1 | -2.3% | -1.9% | 3.6% | -0.3%
- C/C=C/c1ccc(OCC(=O)OCC)c(OC)c1
  -3.9% | 0.1% | 1.8% | -18.4 | 692 | 1.1 | -0.9% | -1.6% | 2.4% | -1.6%
- CC(C)(C)C(=O)Nc1ccc2oc(-c3cc(F)c(F)cc3Cl)nc2c1
  -1.1% | 0.6% | -2.8% | 2.6 | 787 | 1 | 9.5% | 5.4% | 3.6% | -6.4%
- O=C(O)c1ccccc1NS(=O)(=O)c1ccccc1C(F)(F)F
  3.5% | 0.1%[50 µM] | -5.0% | -5.5 | 744 | 1.1 | 5.5% | -4.4% | -3.0% | 5.4%
- Cc1cc(C(=O)N(CCC#N)Cc2cccs2)no1
  -5.0% | -0.3% | 2.3% | 7.4 | 680 | . | . | . | 10.9% | .
- OCCC1CN(C2CCN(c3ccccc3)CC2)CCN1Cc1ccc(F)c(F)c1 (stereo not given)
  -7.8% | -0.1% | -2.0% | 0.0 | 692 | 1 | 17.3% | 17.2% | -3.4% | -11.2%
- Cn1nnnc1SCc1nnc(-c2ccccc2Br)o1
  9.2% | 0.6%[50 µM] | 3.6% | . | . | 1.1 | 3.3% | 1.4% | -7.5% | -1.4%
- CC(=O)CSc1nnc(Cc2ccc([N+](=O)[O-])cc2)o1
  -2.4% | 3.2% | 7.9% | . | . | 1.1 | 0.7% | 4.5% | 1.5% | -2.5%
- Cn1c(/C=C/c2cccc([N+](=O)[O-])c2)nc2ccccc2c1=O
  42.0% | 0.5% | 0.1% | 23.3 | 703 | 1.1 | . | . | 15.6% | 2.9%

Continuation:
SMILES,M17LAP inhibition,K1F lysis inhibition,P. falciparum M1AAP,Hep lipid drop,Hep lipid drop cells 6.5 µM,TNAP activators,human PMI inhibition,human PMI inhibitors,SIAH1 antagonists,XIAP antagonists
Cc1[nH]c2ccccc2c1C1(O)C(=O)N(Cc2ccc3c(c2)OCO3)c2ccccc21 (stereo not given),5.1%,0.0%,8.6%,.,.,1,22.9%,31.4%,-3.7%,-3.5%
Cc1ccc(-n2cc(C(=O)c3ccc(N4CCN(C)CC4)cc3)nn2)cc1Cl,3.7%,0.5%,3.1%,0.5,699,1,2.8%,-2.7%,-5.3%,1.3%
C=CCNc1cnn(CC(C)=O)c(=O)c1Br,4.2%,0.4%,-3.1%,-1.8,683,1.1,3.3%,7.2%,8.1%,-0.3%
CC1CCN(CCc2nc3cc(NS(=O)(=O)c4ccccc4)ccc3n2C)CC1,13.0%,-0.5%,3.0%,.,.,1.1,11.3%,16.6%,-1.7%,-4.8%
COC(=O)c1ccc(NC(=S)N2CCN(C)CC2)cc1,-4.2%,0.9%,-7.0%,27.2,719,1.1,1.3%,3.5%,7.0%,-3.2%
CCN(CC)P(=O)(Nc1ccc(C)cc1Br)c1ccc(N(C)C)cc1NC(=O)c1ccco1 (stereo not given),-4.4%,-0.2%,11.9%,2.2,687,1.1,25.9%,53.0%*,0.7%,-3.0%
CCOC(=O)C1(CC2CCCCO2)CCN(Cc2nc(C(C)C)cs2)CC1 (stereo not given),-11.9%,-0.5%,1.1%,-8.3,770,1.1,-0.8%,-0.9%,-2.5%,-4.1%
O=C(c1cccc2ccccc12)N1CCN=C1SCc1ccc([N+](=O)[O-])cc1,4.4%,2.6%,1.8%,-32.2,687,1,23.8%,17.1%,-1.5%,-9.7%
